Screens: PubChem BioAssay, The Scripps Research Institute Molecular Screening Center
SRC3 TRFRET art: counter-screen for PPARgamma SRC-3 recruitment agonists: TR-FRET artefact; 0.39% of 99,000 active; TR-FRET ratio at 8 µM; AID 1048; PPARgamma/SRC-3 format; hits give high values; in the data active means TR-FRET ratio above about 2000; further: inactives centre near 1600; reference of the scale not given here
SRC1 TRFRET art: counter-screen for PPARgamma SRC-1 recruitment agonists: TR-FRET artefact; TR-FRET detection artefact counter-screen, emission ratio; hits give high values; TR-FRET ratio at 8 µM; 0.34% of 99,000 active; AID 1051; in the data active means TR-FRET ratio above about 2300; further: inactives centre near 1800; reference of the scale not given here
* = called active by the depositor. This is a subset; rates above refer to the full screens.

nr	SMILES	SRC3 TRFRET art	SRC1 TRFRET art
1	COc1ccccc1CNCc1cccc(Oc2ccccc2)c1	1756	1966
2	O=C(O)Cn1c2ccccc2c2ccccc21	1325	1589
3	Cc1ccc(C2(CC(=O)Nc3nccs3)CCOC(C(C)C)C2)cc1 (stereo not drawn)	1596	1784
4	Nc1nc(SCc2ccc([N+](=O)[O-])cc2)nc2nc3c(cc12)CCCC3	1674	1996
5	CC(NC(=S)NC1CCCCC1)C(c1ccccc1)N1CCOCC1 (stereo not drawn)	1447	1947
6	O=C(CSc1cccc[n+]1[O-])Nc1cccc(Oc2ccccc2)c1	1578	1698
7	COc1ccccc1-n1c(Cc2cccs2)n[nH]c1=S	1469	1801
8	COC(=O)NNC(=O)Cc1cccc2ccccc12	1518	1832
9	Cc1ccc(S(=O)(=O)NC(Cc2ccccc2)C(=O)O)cc1 (stereo not drawn)	1321	1399
10	CC(C)CNC(=O)c1ccccc1NC(=O)c1ccc(CSc2ccccc2)cc1	1605	2098
11	Cc1cccc(N2NC(=O)/C(=C/c3ccc(-c4ccc(Cl)c(C(=O)O)c4)o3)C2=O)c1	1674	1627
12	Cc1ccn(-c2cc(O)c(-n3ccc(C)n3)cc2O)n1	1700	1961
13	CC(C)(C)C(=O)Nc1ccccc1C(=O)NCc1ccco1	1532	1604
14	COc1cc(C(C)=O)ccc1Oc1ncnc2c1cnn2-c1ccc(F)cc1	1633	1890
15	O=C(c1ccccn1)N1CCN(S(=O)(=O)c2ccccc2)CC1	1403	1988
16	CCN(CC)C(=O)CS(=O)(=O)CC(=O)Nc1cc(OCCOC)c(Cl)cc1Cl	1696	1684
17	CC1(C)C2CCC(C2)C1(C)NC(=O)CN1CCN(Cc2ccccc2)CC1 (stereo not drawn)	1436	1515
18	O=C(NNc1nc(-c2ccccc2)c2cc(Br)ccc2n1)c1ccc(S(=O)(=O)N2CCCCC2)cc1	1257	1939
19	CC(=O)N1CCN(c2ccc(NC(=O)c3ccccc3Br)cc2Cl)CC1	1727	2124
20	CC(=O)Nc1cccc(-c2nc3ccccc3s2)c1C	1472	1322
21	CCO[C@@H]1OC(C(=O)Nc2ccccc2)=C[C@H](c2ccc(C(F)(F)F)cc2)[C@H]1CCCO	1496	1713
22	CCCNC(=O)Nc1nnc(C2CC2)s1	1766	1778
23	CC(C)(C)c1ccc(C(=O)Nc2ccc(NC(=O)C(=O)O)cc2)o1	1489	1781
24	COC(=O)C1=C(NC(C)=O)CCS1	1701	1829
25	CN(C(=O)CCc1nnc(CCCCc2ccccc2)o1)C1CCOCC1	1608	1653
26	COc1cc(NS(=O)(=O)c2ccc(N/C=C\C(=O)c3ccc(OC)c(OC)c3)cc2)nc(OC)n1	1590	1747
27	Cc1ccc(S(=O)(=O)/N=C(\CCl)N2CCOCC2)cc1	1645	1783
28	COc1ccc(N(CC(=O)NCc2cccnc2)S(=O)(=O)c2ccc(C)c([N+](=O)[O-])c2)cc1	1777	1868
29	CCCCOc1ccc(C(=O)N/N=C/c2cn[nH]c2-c2ccc(OC)c(OC)c2)cc1	1531	1668
30	COc1ccc2cc(C(=O)Nc3c(C)n(C)n(-c4ccccc4)c3=O)sc(=O)c2c1OC	1580	2038

The list goes on, overlapping the part above by three compounds.
nr	SMILES	SRC3 TRFRET art	SRC1 TRFRET art
28	COc1ccc(N(CC(=O)NCc2cccnc2)S(=O)(=O)c2ccc(C)c([N+](=O)[O-])c2)cc1	1777	1868
29	CCCCOc1ccc(C(=O)N/N=C/c2cn[nH]c2-c2ccc(OC)c(OC)c2)cc1	1531	1668
30	COc1ccc2cc(C(=O)Nc3c(C)n(C)n(-c4ccccc4)c3=O)sc(=O)c2c1OC	1580	2038
31	CN1CCN(c2ccc(NS(=O)(=O)c3ccc(Cl)cc3)cn2)CC1	1672	1738
32	Cc1ccc2cn[nH]c2c1NC(N)=S	1354	1324
33	CCC1=NN(C(=O)Cc2ccc(OC)c(OC)c2)C(O)(C(F)(F)F)C1 (stereo not drawn)	1556	1331
34	CN(C)S(=O)(=O)c1cccc(NC(=S)NC2CCCCC2)c1	1523	1918
35	O=C(COC(=O)/C=C/c1ccco1)Nc1ncc(C(F)(F)F)cc1Cl	1701	1856
36	CCOC(=O)C1(Cc2cccc(OC)c2)CCN(Cc2cccn2-c2ccccn2)CC1	1559	2035
37	Cc1ccc(Cl)cc1NC(=O)CC1NC2CCCCC2NC1=O (stereo not drawn)	1754	1809
38	O=C1C2CCCCC2C(=O)N1c1ccc(NC2CCCCC2)c([N+](=O)[O-])c1 (stereo not drawn)	1466	1778
39	COc1cccc(NC(=O)COC(=O)c2ccccc2F)c1	1620	1811
40	O=C(CCn1cnnn1)Nc1cccc(F)c1	1433	1587
41	COc1ccccc1-c1coc2cc(OCC(=O)OCc3ccccc3)ccc2c1=O	1692	1845
42	COc1ccc(C(=O)CSc2ccc(-c3ccccc3)nn2)cc1	1517	1962
43	CC1CCCCN1CC(=O)Nc1ccccc1Sc1ccccc1 (stereo not drawn)	1475	1885
44	CC1CCCC/C1=N\NC(=S)NCCc1ccccc1 (stereo not drawn)	1431	1601
45	c1cc2nc(C34CC5CC(CC(C5)C3)C4)[nH]c2cn1	1457	1847
46	FC(F)Oc1ccc(-c2csc(NNC3=NCCCCC3)n2)cc1	1798	2043
47	CNC(=O)CSc1nnc(-c2cnccn2)n1C	1721	1724
48	CN(Cc1cc([N+](=O)[O-])c2cccnc2c1O)C1CCCCC1	1460	1593
49	Cn1c(=NC(=O)c2ccc(S(=O)(=O)N3CCCc4ccccc43)cc2)sc2cc(S(C)(=O)=O)ccc21	1389	1643
50	CC(C)(C)CC(=O)Nc1nnc(SCC(=O)NCc2cccs2)s1	1692	1931
51	NS(=O)(=O)c1ccc(NC(=S)Nc2ccc(C(=O)N3CCCCC3)cc2)cc1	1528	1909
52	O=C(CSc1ccccc1)Nc1nccs1	1410	1736
53	CCOC(=O)c1ccc(N2CCN(C(C)=O)CC2)c(NC(=O)c2cccnc2)c1	1599	1874
54	c1ccc(-c2nnsc2-c2ncc[nH]2)cc1	1443	1803
55	CN(C)/C=N/c1c(C#N)cnn1C	1701	1683
56	Cc1oc(-c2ccccc2F)nc1CS(=O)(=O)CC(=O)NC1CCCC1	1460	1714
57	CC1(C)O[C@H]2OC([C@H](O)CON3C(=O)c4ccccc4C3=O)[C@H](O)[C@H]2O1 (stereo partly drawn)	1303	1679
58	CCC1=NN(C(=O)C(=O)Nc2ccc(Br)cc2)C(O)(C(F)(F)F)C1 (stereo not drawn)	1683	2089
59	O=C(NCc1cccnc1)C(=O)NCC1CCCO1 (stereo not drawn)	1706	1927
60	COc1ccc(NC(=O)c2cc(Br)ccc2Cl)c(OC)c1	1425	1774

Reprinted from the part before: 6 entries; new compounds follow.
nr	SMILES	SRC3 TRFRET art	SRC1 TRFRET art
55	CN(C)/C=N/c1c(C#N)cnn1C	1701	1683
56	Cc1oc(-c2ccccc2F)nc1CS(=O)(=O)CC(=O)NC1CCCC1	1460	1714
57	CC1(C)O[C@H]2OC([C@H](O)CON3C(=O)c4ccccc4C3=O)[C@H](O)[C@H]2O1 (stereo partly drawn)	1303	1679
58	CCC1=NN(C(=O)C(=O)Nc2ccc(Br)cc2)C(O)(C(F)(F)F)C1 (stereo not drawn)	1683	2089
59	O=C(NCc1cccnc1)C(=O)NCC1CCCO1 (stereo not drawn)	1706	1927
60	COc1ccc(NC(=O)c2cc(Br)ccc2Cl)c(OC)c1	1425	1774
61	N/C(=N\OC(=O)Cc1cccs1)c1ccc(Br)cc1	1529	1594
62	O=C(CSc1nnc(-c2ccncc2)o1)N1CCCCCC1	1382	1561
63	Cc1ccc(-c2nc(CN(C)Cc3cccc4cnccc34)c(C)o2)s1	1801	1764
64	O=C(CSc1nc2cc(Cl)ccc2s1)Nc1cccc(S(=O)(=O)N2CCOCC2)c1	1880	1913
65	COc1ccc(NC(=S)N(CCCN2CCC(C)CC2)Cc2cccs2)cc1Cl	1603	1733
66	CCCCn1c(SCC(=O)NCc2ccco2)nc2ccc(N3CCOCC3)cc2c1=O	1689	1884
67	Cc1cccc(-n2c(O)cnc2Nc2nc(C)cc(C)n2)c1	1449	1656
68	COc1ccc(/C=C/C(=O)c2ccc3c4c(cccc24)CC3)cc1	1431	1563
69	O=C(Nc1ccc2ccccc2c1)C(c1ccccc1)C1CCCC1 (stereo not drawn)	1592	2186
70	O=CN1CCN(C(C(=O)NC2CCCCC2)c2cc3c(cc2[N+](=O)[O-])OCO3)CC1 (stereo not drawn)	1367	1820
71	CCCCOc1ccc(C(C)NC(=O)CCS(=O)(=O)Cc2ccccc2Cl)cc1 (stereo not drawn)	1643	1703
72	CCCC1C(C#N)=C(N)Oc2n[nH]c(C(C)(C)C)c21 (stereo not drawn)	1516	1651
73	COc1ccc(C2CC(c3ccc(Cl)cc3)=NN2C(=O)c2cccc([N+](=O)[O-])c2)cc1 (stereo not drawn)	1555	1837
74	COc1ccc(OC)c2[nH]c(=O)c(CCNC(C)=O)cc12	1474	1572
75	CC(c1ccccc1)N1CC(C(=O)O)CC1=O (stereo not drawn)	1580	1769
76	CC1CCN(CCCn2c(SCC(=O)Nc3ccccc3Cl)nc3ccccc3c2=O)CC1	1306	1952
77	CN(Cc1cnccn1)Cc1nc(Cc2ccccc2F)no1	1659	2124
78	COC(=O)Nc1ccc(Cn2cc(C(F)(F)F)ccc2=O)cc1	1538	1981
79	Cc1cc(C(=O)O)ccc1-n1c(C)cc(/C=C(/C#N)C(=O)Nc2ccccc2)c1C	1481	1648
80	CCOC(=O)c1sc2nc3n(c(=O)c2c1C)CCC3	1346	1608
81	COc1ccccc1C(=O)NCc1n[nH]c(=S)n1Cc1ccccc1	1487	1542
82	Cc1nc(Cl)c(C(=O)NCc2ccccc2)c(C)c1Cl	1442	1824
83	CN(c1cccc(NC(=O)CN(c2cccc(F)c2)S(C)(=O)=O)c1)S(C)(=O)=O	1547	1754
84	S=C(NCCc1ccccc1)Nc1ccccn1	1672	2079
85	Cc1ccc(C2=NC(C(F)(F)F)(C(F)(F)F)c3c(n(-c4ccc(F)cc4)c(=O)[nH]c3=O)N2)cc1	1410	1656
86	Cc1ccc(/C=C/S(=O)(=O)Nc2ccc(C)cc2)cc1	1756	1851
87	S=c1[nH]nc(-c2ccccn2)n1/N=C/c1ccc(-c2ccccc2Br)o1	4805*	5322*
88	Cc1c(NC(=O)C(C)N2C(=O)C3CCCCC3C2=O)c(=O)n(-c2ccccc2)n1C (stereo not drawn)	1736	2005
89	O=C1NC(c2ccc(-c3ccccc3[N+](=O)[O-])o2)C(C(=O)c2ccc(F)cc2)C(O)(C(F)(F)F)N1 (stereo not drawn)	1609	1705
90	Cc1c(CN2CCC(CO)(CCOc3ccccc3)CC2)[nH]c2c(Cl)cccc12	1669	1825
91	O=C(c1ccccc1)c1nc2c(n1O)CCCCC2	1483	1923
92	CC(Cc1ccccc1)C(=O)N[C@@H](CO)Cc1ccccc1 (stereo partly drawn)	1354	1676
93	C[C@@H](C(=O)O)[C@@H]1C[C@@]1(C)[C@@H](NC(=O)OCc1ccccc1)c1ccccc1	1595	1789
94	CCn1c(SCc2nc3ccccc3c(=O)[nH]2)nc2ccccc21	1569	1782
95	O=C(NNC(=O)c1ccccn1)c1cccc([N+](=O)[O-])c1	1538	2004
96	CC(C)Cn1c(N)c(C(=O)CSc2ncnc3sc4c(c23)CCCC4)c(=O)n(C)c1=O	1507	1760
97	Cc1ccccc1NN=Nc1nc2c([nH]1)c(=O)n(C)c(=O)n2C	1499	1816
98	C/C(=N\OCC(=O)Nc1ccc(Br)cc1)c1cccs1	1426	1810
99	CCC(=O)N1CCc2cc(Br)cc(S(=O)(=O)NCc3ccco3)c21	1585	1577
100	CCN(C(=O)Cc1c(C(=O)O)[nH]c2ccccc12)c1ccc(OC)cc1	1652	1519
101	COc1ccc(S(=O)(=O)N2CCCCC2)cc1NC(=O)C1CCCO1 (stereo not drawn)	1404	1838
102	Cn1cc(CN2CCC(C(O)CCc3ccccc3)CC2)c(-c2ccccc2F)n1 (stereo not drawn)	1584	1990
103	CCCN1C(=O)c2cc(C(=O)Nc3ccc(OC)cc3OC)ccc2C1Nc1ccc(OC)cc1OC (stereo not drawn)	1516	1928
104	CC(=O)Nc1nnc(SCc2ccc(C(=O)Nc3ccccc3F)cc2)s1	1560	1959
105	Cc1occc1C(=O)N/N=C/c1ccc(Cl)c([N+](=O)[O-])c1	1555	1843
106	COc1ccc(/C=N/Nc2nncc3ccccc23)cc1	1409	1749
107	Cc1cccc(CN2CCN(CC(=O)NCCCN3CCCC3=O)C2=O)c1	1561	2030
108	Cc1c(CCO)sc[n+]1CC(=O)OC12CC3CC(CC(C3)C1)C2	1359	1813
109	CC(=O)N1CC(=O)N=C1SCC(=O)Nc1nc(-c2ccccc2)c(-c2ccccc2)s1	1929	2356*
110	CSc1nnc(CNC(=O)c2ccccc2)n1-c1cccc(C)c1	1528	1926

(cont.)
nr	SMILES	SRC3 TRFRET art	SRC1 TRFRET art
111	CCC(=O)Oc1ccc2c(C)cc(=O)oc2c1C(=O)c1ccccc1	1514	1675
112	Cc1cc(C)c(S(=O)(=O)N2CCN(C(=O)c3cccs3)CC2)c(C)c1	1467	1794
113	COc1ccccc1/C=C/C=N/NC(=O)CCn1nnc2ccccc21	1750	1907
114	Cc1cc(NC(=O)CCC(=O)NNC(=O)c2ccc(C(C)(C)C)cc2)no1	1515	1553
115	Nn1c(SCC(=O)N2CCOCC2)nnc1C1CC1	1320	1713
116	CC(=O)c1ccccc1OC(=O)COc1ccc(Cl)cc1C	1540	1637
117	Cc1nc(C)c(/C(O)=C/c2nc3ccc([N+](=O)[O-])cc3oc2=O)o1	1637	1999
118	CN(C)/C=C/C(=O)c1cnc(-c2ccccc2Cl)s1	1610	1805
119	COc1ccc(C)cc1NC(=S)NC12CN3CN(CN(C3)C1)C2	1457	1642
120	Cc1nccn1-c1cc(C(C)(C)C)nc2c(-c3ccccc3)cnn12	1565	1829
121	COc1ccccc1/C=C/C=N/NC(=O)c1ccc(=O)n(C)c1	1762	1830
122	C1=C(CCNc2ncnc3c2[nH]c2ccccc23)CCCC1	1656	2082
